KB-V1 cytotox – qHTS assay for MDR1-selective chemotherapeutics: Primary screen using the drug-selected MDR subline cells KB-V1 | KB-V1 MDR cells viability, CellTiter-Glo, 72 h | Potency, µM (series often up to 46.1 µM), for inactives: top-dose activity change, negative = cytotoxicity, hits mostly cytotoxic | 400,000 compounds, 3.4% hits | AID 1347076, 2019; also: potency is read from the fitted curve at half-maximal effect; % is scaled to controls: 0 for no effect and ±100 for the full control effect; nearly all actives have a fitted effect of over 60% in size
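In this primary screen, KB-V1 cells overexpressing P-gp are incubated with library compounds (lowest to highest concentration) for 72 h at 37 degrees C before a luminescent ATP viability read.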
S2 tox – Viability Counterscreen for Primary qHTS for Inhibitors of ATXN expression | 400,000 compounds, 0.49% hits | S2 cells (HEK-293 line with an ATXN2-luciferase reporter) viability, CellTiter-Fluor protease fluorescence, 24 h | Potency, µM (series often up to 56.7 µM), hits mostly cytotoxic; also: potency is read from the fitted curve at half-maximal effect; nearly all actives have a fitted effect of over 40% in size
KB-3-1 tox – qHTS assay for MDR1-selective chemotherapeutics: Primary screen using the parental adenocarcinoma cell KB-3-1 | AID 1347075, 2019 | Potency, µM (highest dose often 46.1 µM), for inactives: at the top dose activity change, negative = cytotoxic, usual class: cytotoxic | 400,000 compounds, 1.4% hits | KB-3-1 viability, CellTiter-Glo ATP luminescence, 72 h; also: potency is read from the fitted curve at half-maximal effect; % is scaled to controls: 0 for no effect and ±100 for the full control effect; nearly all actives have a fitted effect of over 60% in size
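Viability of parental KB-3-1 cells, measured by CellTiter-Glo luminescence, followed a 72 h incubation at 37 °C with pinned compounds in phenol-red-free DMEM containing 10% FBS.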
HT1080 IDH1KD tx – qHTS for induction of synthetic lethality in tumor cells producing 2HG: qHTS for the HT-1080-IDH1KD cell line | 360,000 compounds, 2% hits | Potency, µM (series often up to 46.1 µM), for inactives: top-dose activity, negative = toxicity, most hits filed as cytotoxic | AID 686971, 2013 | HT-1080 IDH1 knockdown viability, ATP luminescence, 48 h;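 also: potency is read from the fitted curve at half-maximal effect; 0% = DMSO wells and -100% = cell-free medium wells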
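CellTiter-Glo luminescence after 48 h compound exposure at 37 degrees C of IDH1-knockdown HT-1080 cells in 5% FBS RPMI. %Activity scaled between DMSO wells and cell-free media wells, with curves fitted and assigned curve classes.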
ATXN2 expr inh – Primary qHTS for Inhibitors of ATXN expression; HEK-293 ATXN2-luciferase reporter, luminescence, 24 h; Potency, µM (series often up to 57 µM), for the others: at the top dose activity change, negative = inhibition, most hits filed as inhibitors; 360,000 compounds, 0.72% hits; AID 1745845, 2022; also: potency is read from the fitted curve at half-maximal effect; % is scaled to controls: 0 for no effect and ±100 for the full control effect; nearly all actives have a fitted effect of over 55% in size
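ATXN2-luciferase reporter cells (luciferase flanked by upstream and downstream ATXN2 gene portions) were treated 24 h at 37 °C with compounds at up to 57 uM. SteadyGlo luminescence gave expression; GF-AFC fluorescence gave viability.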
SW480 rerep – A quantitative high throughput screen for small molecules that induce DNA re-replication in SW480 colon adenocarcinoma cells; SW480 DNA re-replication, Hoechst DNA content imaging, 48 h; 340,000 compounds, 1.8% hits; Potency, µM (titrated, usually from 46.1 µM), for the others: at the highest dose re-replication activation, usual class: activators; also: potency is read from the fitted curve at half-maximal effect; % of control where 0% means no effect; nearly all actives have a fitted effect of over 55% in size
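Readout is total intensity of Hoechst-stained nuclei, excited at 405 nm and collected at 500-530 nm. Compound treatment lasted 48 hr at 37 C in 5% CO2 before staining.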
IL-1B inflam inh – qHTS for Inhibitors of Inflammasome Signaling: IL-1-beta AlphaLISA Primary Screen; THP-1 LPS/ATP IL-1B secretion, AlphaLISA, 16 h; hits give low values; activity change, % at 57.5 µM; 360,000 compounds, 4.7% hits; AID 743279, 2014; in the data active = activity change below about -50%; inconclusive = mostly about -30% to -49%; also: % is scaled to controls: 0 for no effect and ±100 for the full control effect
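Secreted IL-1B measured by AlphaLISA bead assay after 16 h compound exposure of THP-1 cells; compounds (final up to 57.5 uM) added 1 h before LPS (250 ng/mL) and ATP (1.25 mM) stimulation; lower signal means less secretion.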
MCF10A rerep – A quantitative high throughput screen for small molecules that induce DNA re-replication in MCF 10a normal breast cells; MCF 10A DNA re-replication, Hoechst nuclear intensity, 48 h; Potency, µM (titrated, usually from 46.1 µM), for inactives: top-dose activity, positive = re-replication, actives largely listed as activators; 350,000 compounds, 2.9% hits; also: potency is read from the fitted curve at half-maximal effect; % of control where 0% means no effect; nearly all actives have a fitted effect of over 50% in size
HT1080NT lethal – qHTS for induction of synthetic lethality in tumor cells producing 2HG: qHTS for the HT-1080-NT fibrosarcoma cell line | AID 686970, 2013 | 360,000 compounds, 1.6% hits | HT-1080-NT fibrosarcoma viability, CellTiter-Glo ATP luminescence, 48 h | Potency, µM (titrated, usually from 46.1 µM), for inactives: top-dose activity, negative = less viability, hits mostly cytotoxic;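 also: NT is the 2HG producing partner of a matched IDH1 knockdown line; potency is read from the fitted curve at half-maximal effect; 0% = DMSO-treated cells and -100% = media-only wells without cells; nearly all actives have a fitted effect of over 55% in size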
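HT-1080-NT fibrosarcoma cells (2HG-overproducing), 750 cells/well in RPMI with 5% FBS, dosed after 2 h and incubated 48 h at 37C. CellTiter-Glo luminescence normalized to DMSO and no-cell wells; concentration-response curves fitted and classed.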
Starred values were filed as active, the others as inactive; i = inactive; ? = inconclusive; . = not tested or not shown; & = joins results of further samples; [ ] = remark or other dose. Unless noted, calls follow the shape of the dose curve; as a rule, active = well fitted curve in the direction sought with a large enough effect; inconclusive = small, poorly fitted or top-dose-only effect, or another doubt; inactive = no such curve, though single readings can be large; an effect the other way counts as inactive or inconclusive. Not all compounds are listed. The share of hits here may be higher or lower than overall.

SMILES	KB-V1 cytotox	S2 tox	KB-3-1 tox	HT1080 IDH1KD tx	ATXN2 expr inh	SW480 rerep	IL-1B inflam inh	MCF10A rerep	HT1080NT lethal
CCCCOc1ccc(CCN)cc1Cl	1%	i	0%	-6%	-3%	4%	-69*	?	-15%
CNCC(O)c1ccc(O)cc1 (configuration not stated)	-2%	i	0%	-2%	10%&11%&22%	-8%&3%	7	10%&1%	27%
CC(NC(=O)Oc1ccccc1)C(c1cccs1)N1CCOCC1 (configuration not stated)	0%	i	13%	8%[9.24 µM]	6%	-3%	-11	-1%	8%
CSC(=Nc1ccccc1)c1c(O)n(C)c(=O)n(C)c1=O	5%	i	4%	?	7%	22%	8	?	?
O=C1C(=O)c2ccccc2-c2ccccc21	4.1µM*	2.8µM*	5.2µM*	1.2µM*	2.5µM*	?	-108*	?	0.92µM*
CN(C)C1(CNC(=O)c2ccc(Cl)c(S(=O)(=O)NCc3ccco3)c2)CCCCC1	2%	i	2%	-3%	-26%	-12%	0	-3%	-5%
CCOC(=O)[C@]12Cc3cc(OC)ccc3[C@H]1N(C(C)C)C(=O)c1ccccc12	?	11µM*	6.5µM*	16µM*	18µM*	.	-125*	.	12µM*
CCC(CO)NC(=O)C1C=C2c3cccc4[nH]cc(c34)CC2N(C)C1 (configuration not stated)	1%	i	0%	-7%	-6%	-18%	-8	-8%	12%
O=C(CNC(=O)OCc1ccccc1)NCC(=O)Nc1ccc(Br)cc1C(=O)c1ccccc1	?	?	25%	13%	4%	-6%	8	-5%	12%
Cc1nc2ccccc2c(=O)n1-c1c(Cl)cccc1Cl	?	?	?	-15%	.	.	52	.	-19%
CNCC(C)c1ccccc1 (configuration not stated)	0%	i	7%	?	5%	0%	23	-4%	16%
CC1(C)CSC(Nc2ccc(F)c(Cl)c2)=N1	-4%	?	-11%	-16%	25%	0%	3	0%	-8%
CC/C(=N\NC(N)=O)c1c(O)[nH]c(=O)[nH]c1=O	-13%	i	9%	10%	-4%	-6%	1	1%	8%
COc1ccc(C(CC(=O)Nc2ccccn2)N2Cc3ccccc3C2=O)cc1 (configuration not stated)	-26%	i	-4%	?	16%	-25%	44	0%	-22%
C/C(=N\NC(=O)c1ccccc1)c1c(O)n(C2CCCCC2)c(=O)[nH]c1=O	24%	i	3%	0%	.	-7%	-5	1%	-7%
CC(C)NC(=O)c1ccc(N2CC3CC(C2)c2cccc(=O)n2C3)c([N+](=O)[O-])c1 (configuration not stated)	7%	i	-18%	-3%	8%	0%	-8	1%	-3%
CC(C)NC(C)Cc1ccc(I)cc1 (configuration not stated)	-3%	i	0%	-22%	-5%	-68%&-5%[inhibitor]	-17	3%&8%	-11%
COC1/C=C/C=C(\C)Cc2cc(O)c(Cl)c(c2)N(C)C(=O)CC(OC(=O)C(C)C)C2(C)OC2C(C)C2CC1(O)NC(=O)O2 (configuration not stated)	0.73µM*	?	?	?	?	?	6	?	0.0092µM*
CCOC(=O)[C@]12Cc3cc(OC)ccc3[C@H]1N(C)C(=O)c1ccccc12	?	i	?	14%	16%	.	?	.	9%
O=c1[nH]c(=S)n(C2CC2)c(O)c1/C=N/N1CCOCC1	-1%	i	11%	0%	-5%	-7%	34	-38%[inhibitor]	11%
C[C@@H]1C(=O)O[C@H]2[C@H](O)[C@]34[C@@H]5OC(=O)[C@]3(OC3OC(=O)[C@H](O)C34[C@H](C(C)(C)C)[C@@H]5O)[C@@]12O (some centres not stated)	8%	i	0%	3%	8%	-3%	-29	-4%	?
CN1CCN(c2ccc(NC(=O)C(C)(C)C)cc2)CC1	15%	i	-4%	6%	1%	6%	14	12%	1%
CN(C)/C=C(\C=[N+](C)C)c1[nH]ncc1[N+](=O)[O-]	-6%	i	23%	?	-10%[11.3 µM]	-16%	9	2%	7%
CN(C)c1cccc(C(=O)Nc2nc3ccc(S(=O)(=O)NC(C)(C)C)cc3s2)c1	21µM*	?	3%	.	?	.	.	.	.
COC(=O)C1=C(c2ccc(F)cc2OCc2ccccc2)C[C@@H]2CC[C@H]1N2C(=O)NCCCc1ccccc1	?	?	-12%	-1%	0%	11%	-11	?	-12%

Given as labelled records: entries from further up
COc1ccc(C(CC(=O)Nc2ccccn2)N2Cc3ccccc3C2=O)cc1 (configuration not stated)
- KB-V1 cytotox: -26%
- S2 tox: i
- KB-3-1 tox: -4%
- HT1080 IDH1KD tx: ?
- ATXN2 expr inh: 16%
- SW480 rerep: -25%
- IL-1B inflam inh: 44
- MCF10A rerep: 0%
- HT1080NT lethal: -22%
C/C(=N\NC(=O)c1ccccc1)c1c(O)n(C2CCCCC2)c(=O)[nH]c1=O
- KB-V1 cytotox: 24%
- S2 tox: i
- KB-3-1 tox: 3%
- HT1080 IDH1KD tx: 0%
- ATXN2 expr inh: .
- SW480 rerep: -7%
- IL-1B inflam inh: -5
- MCF10A rerep: 1%
- HT1080NT lethal: -7%
CC(C)NC(=O)c1ccc(N2CC3CC(C2)c2cccc(=O)n2C3)c([N+](=O)[O-])c1 (configuration not stated)
- KB-V1 cytotox: 7%
- S2 tox: i
- KB-3-1 tox: -18%
- HT1080 IDH1KD tx: -3%
- ATXN2 expr inh: 8%
- SW480 rerep: 0%
- IL-1B inflam inh: -8
- MCF10A rerep: 1%
- HT1080NT lethal: -3%
CC(C)NC(C)Cc1ccc(I)cc1 (configuration not stated)
- KB-V1 cytotox: -3%
- S2 tox: i
- KB-3-1 tox: 0%
- HT1080 IDH1KD tx: -22%
- ATXN2 expr inh: -5%
- SW480 rerep: -68%&-5%[inhibitor]
- IL-1B inflam inh: -17
- MCF10A rerep: 3%&8%
- HT1080NT lethal: -11%

(continued)
SMILES	KB-V1 cytotox	S2 tox	KB-3-1 tox	HT1080 IDH1KD tx	ATXN2 expr inh	SW480 rerep	IL-1B inflam inh	MCF10A rerep	HT1080NT lethal
CN(C)C(=O)Oc1ccc([N+](=O)[O-])cc1	5%	i	?	-7%	13%[11.3 µM]	-23%	11	-1%	5%
COc1ccc2nc3c(C)n(C)ccc-3c2c1	10%	i	-16%	-19%	-33%	-1%	15	-4%	2%
Cc1ccccc1-c1ccc2c(c1)CNCc1cnnn1-2	29%	i	0%	6%	37%	.	21	.	?
COc1cc(C[C@@H](C)N)c(OC)cc1I	-6%	i	0%	5%	-6%	12%	-64*	-4%	25%
CC(C)n1c(O)c(C=NCc2ccccc2)c(=O)[nH]c1=S	18%	i	1%	-2%	.	5%	-4	4%	-3%
COC(=O)C1=C(c2ccccc2OCc2ccccc2)C[C@@H]2CC[C@H]1N2C(=O)NCc1cccc(C(F)(F)F)c1	-24%	?	0%	-10%	-21%	?	-9	1%	-17%
CCC(=O)c1cn(Cc2ccccc2C#N)c2ccccc12	-6%	i	-20%	-23%	-14%	2%	1	8%	-11%
O=c1cccc2n1CC1CC2CN(Cc2c(F)cccc2Cl)C1 (configuration not stated)	?	i	2%	11%	10%	-6%	4	22%	11%
O=P(OC1CCCCC1)(OC1CCCCC1)C(O)c1ccc(Cl)cc1Cl (configuration not stated)	-20%	i	-13%	15%	-17%	?	?	-109%[0.0737 µM]	0%
Cc1c(N=Cc2c(O)n(Cc3ccccc3)c(=O)[nH]c2=O)c(=O)n(-c2ccccc2)n1C	6%	i	9%	-6%	-9%[11.3 µM]	29µM*	-72*	-8%	0%
CSc1ccc(C(=O)C2CCCN(Cc3cc4ccccc4[nH]3)C2)cc1 (configuration not stated)	?	i	-4%	?	-38%	8%	-100*	1%[9.22 µM]	23µM*
Cc1nn(Cc2ccccc2Cl)c(C)c1C(=O)OCC(=O)NC1CCCC(C)C1C (configuration not stated)	?	i	-15%	0%	-14%	-4%	-8	?	-1%
COC(=O)CC1(CC(=O)OC)C(=O)N(c2ccccc2)C(=O)N(c2ccccc2)C1=O	12%	i	30%	0%	-13%	-1%	16	-1%	3%
CCN1CCN(c2ncnc3ccc(Br)cc23)CC1	-16%	i	5%	0%	-2%	-6%	0	-1%	-5%
Cc1cc(OCc2cc(C(=O)O)oc2C)c2c3c(c(=O)oc2c1)CCCC3	6%	i	-16%	-28%	4%	-13%	-11	29%	-2%
CC(C)N=C(NC(C)C)N1CC1	1%	i	0%	0%	.	.	-3	.	2%
COc1ccc2c(c1OC)C(=O)OC2c1c(O)n(Cc2ccc(F)cc2)c(=O)[nH]c1=O (configuration not stated)	-2%	i	16%	-1%	4%	3%	0	-2%	-4%
O=C1CN(O)C(c2ccccc2)=c2cc(Br)ccc2=N1	?	i	17%	5%	1%	-1%	8	-6%	14%
O=C1CC(=O)N(Cc2ccccc2)C(=O)N1Cc1ccccc1	?	i	0%	2%	5%	-2%	-6	15%	9%
CCOc1ccc(NC(=O)CCNC(=O)N2C[C@H]3C[C@@H](C2)c2cccc(=O)n2C3)cc1	-8%	i	0%	1%	-3%	-20%	5	0%	-2%
COc1ccccc1-n1c(-c2ccoc2)nc2ccccc2c1=O	-7%	i	-1%	1%	-1%	2%	5	1%	1%

A stretch from the list above, as a working copy:
SMILES	KB-V1 cytotox	S2 tox	KB-3-1 tox	HT1080 IDH1KD tx	ATXN2 expr inh	SW480 rerep	IL-1B inflam inh	MCF10A rerep	HT1080NT lethal
CCOc1ccc(NC(=O)CCNC(=O)N2C[C@H]3C[C@@H](C2)c2cccc(=O)n2C3)cc1	-8%	i	0%	1%	-3%	-20%	5	0%	-2%
COc1ccccc1-n1c(-c2ccoc2)nc2ccccc2c1=O	-7%	i	-1%	1%	-1%	2%	5	1%	1%

Assay outcomes: PubChem BioAssay, National Center for Advancing Translational Sciences (NCATS)
